TNF death inh – TNF-alpha cell death inhibition in Jurkat FADD-/- cells; Jurkat FADD-/- TNF necroptosis rescue, ATP luminescence, 24 h; 0 = TNF only, 100 = no-TNF cells; activation (protection from cell death), % at 10 µM; 220,000 compounds, 0.068% hits;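 active = activation, meaning protection from cell death, of at least 50% relative to plate controls; inactive = activation below 50%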;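 note: necroptosis triggered by 40 ng/mL TNF-alpha added together with compound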
m-calpain inh – inhibitors of pig calpain II | purified calpain II, fluorogenic peptide substrate, 30 min | inhibition, % at 16 µM | 220,000 compounds, 0.37% hits;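 active = inhibition above about 50%, limit read from the data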
Cl transport mod – modulators of human KCC2 chloride dependent transport | Q9H2X9 | 190,000 compounds, 2.2% hits | B-score of Tl+ flux slope (higher = more flux/activation; lower = inhibition) at 10 µM | KCC2 cells, thallium flux FluoZin-2 fluorescence | AID 1456;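 active = thallium flux slope and its plate-corrected score both differing from the plate sample mean at a set confidence after two filtering rounds, in either direction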;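 note: slope of fluorescence scaled to starting intensity during 10 to 20 s after thallium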
eIF4E-4G inh – blocks eIF4E binding to eIF4G. P63073+Q04637. TR-FRET eIF4E-eIF4GI(517-606) binding, 2 h. inhibition, % at 21.7 µM. 220,000 compounds, 0.37% hits. AID 782;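 active = inhibition above about 30%, limit read from the data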;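 note: 0% = full FRET control wells and 100% = background wells lacking eIF4GI fragment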
Mdm2 ligase inh – inhibitors of human Mdm2 E3 ubiquitin ligase; Q00987; cell-based MDM2 ubiquitination luciferase reporter, 2 h; 0 = plate control, 100 = twice control, blank-subtracted; signal enhancement, % at 5 µM; 210,000 compounds, 0.11% hits; AID 1230;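 active = signal enhancement of 30% or more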;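 note: luminescence tracks abundance of the self-degrading MDM2-luciferase fusion protein; higher signal means inhibition of MDM2 E3 ligase activity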
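Test system: mammalian cells stably expressing self-ubiquitinating, self-degrading MDM2 E3–luciferase fusion; Amount: 2000 cells in each well; Medium: DMEM; Schedule: 4 h settle plus 2 h compound, 37 °C; Technique: SteadyLite luciferase luminescence after 15 min room-temperature reagent incubation; Benchmarks: plate control and blank wells.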
PERK inh – blocks human PERK kinase; inhibition, % at 5.6 µM; 220,000 compounds, 0.17% hits; CHO PERK-DD fusion, SEAP luminescence translation reporter;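 active = inhibition above the mean inhibition of all tested compounds plus 3 SD, set separately per screening campaign, cut at about 2.9% in these data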;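 note: PERK kinase domain activated by AP20187 dimerizer at 100 nM; 0% = DMSO with dimerizer and 100% = rapamycin at 8.4 µM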
L929 necroptosis – blocks zVAD induced death of L929 cells; viability rescue, % at 10 µM; L929 zVAD necroptosis rescue, ATP luminescence, 24 h; with zVAD 60 µM; 220,000 compounds, 0.38% hits; AID 1377;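 active = activation, scaled between plate controls, above about 75%, limit read from the data; inactive = activation under that limit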;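 note: 0% = zVAD with DMSO and 100% = DMSO alone without zVAD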
Rad51 HR inh – blocks human Rad51 in homologous recombination; Q06609; hRad51 DNA strand exchange, fluorescence dequenching; inhibition, % at 10 µM; 200,000 compounds, 0.085% hits; AID 1385;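 active = inhibition above 40% at the single screening dose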;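 note: 0% = DMSO control wells and 100% = blanks with heterologous ssDNA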
Target sequence (Q06609 whole entry, looked up): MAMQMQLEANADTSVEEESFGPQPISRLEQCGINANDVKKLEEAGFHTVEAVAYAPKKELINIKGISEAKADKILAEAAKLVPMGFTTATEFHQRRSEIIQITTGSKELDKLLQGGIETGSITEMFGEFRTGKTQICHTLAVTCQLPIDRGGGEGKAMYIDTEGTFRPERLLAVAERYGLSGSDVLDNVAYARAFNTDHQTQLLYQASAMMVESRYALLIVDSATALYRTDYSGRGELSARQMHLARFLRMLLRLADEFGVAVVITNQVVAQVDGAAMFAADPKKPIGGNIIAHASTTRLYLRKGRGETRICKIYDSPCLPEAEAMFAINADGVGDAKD
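Test system – preformed human Rad51 ssDNA filaments · Reagent – Donor/quencher-labelled 47-bp dsDNA substrate · Incubation – 37 °C 15-min filament assembly, 30-min compound preincubation, 15-min exchange · Signal – FRET fluorescence dequenching, excitation 485 nm, emission 520 nm · Read-out – percent inhibition from fluorescence, normalised to plate control and blank means · Benchmarks – plate control and blank wells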
EBV gp42 block – EBV gp42 inhibition | Fluorescence polarization binding assay, mP read-out | inhibition, % (tested at 21.74 µM) | Q1HVG2 | AID 1085 | 220,000 compounds, 0.42% hits; in the data active = inhibition above about 50%
Target sequence (Q1HVG2 whole entry, looked up): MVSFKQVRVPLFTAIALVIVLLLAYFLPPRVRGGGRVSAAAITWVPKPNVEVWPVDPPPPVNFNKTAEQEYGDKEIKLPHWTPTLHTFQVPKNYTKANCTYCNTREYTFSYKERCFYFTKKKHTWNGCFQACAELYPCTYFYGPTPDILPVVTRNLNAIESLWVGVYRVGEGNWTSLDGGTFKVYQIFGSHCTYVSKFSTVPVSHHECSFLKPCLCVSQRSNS
The depositor's hits bear a star; . = no result given; [ ] = another dose, or the depositor's remark.

#1 O=C(Nc1cccc(Cl)c1)N1N=CCC1c1ccccc1 (centres undefined)
#2 Cc1cc(S(=O)(=O)N(Cc2cccs2)Cc2ccccc2F)ccc1-n1cnnn1
#3 CCCOC(=O)c1ccc(NC(=O)C2C3C=CC(O3)C2C(=O)O)cc1 (centres undefined)
#4 COc1cc(C)c(S(=O)(=O)N2CCOCC2)cc1C(C)C
#5 COc1ccccc1NC(=O)c1cc(Sc2nncn2C)nc2ccccc12
#6 O=C(NC1CCc2ccccc21)C1CCN(S(=O)(=O)c2ccc(-n3cnnn3)cc2)CC1 (centres undefined)

entry no.,1,2,3,4,5,6
TNF death inh,92*,4.0,1.1,0.4,3.9,2.1
m-calpain inh,-1,15,5,22,1,1
Cl transport mod,0.018,0.46,-0.18,-1.5,-0.033,2.3
eIF4E-4G inh,-3,-8,-12,2,-7,-2
Mdm2 ligase inh,-12,-6,-7,-20,-4,-9
PERK inh,-0.2,-0.8,0.2,-0.4,-0.8,-0.3
L929 necroptosis,89*,0.4,1.6,0.4,10,0.8
Rad51 HR inh,13,.,8,7,-1,8
EBV gp42 block,-4,12,-11,3,-6,-14

#7 Cc1ccc(CN2C(=O)CCC2C(=O)NCCCN2CCCC(C)C2)cc1 (centres undefined)
#8 CO/N=C/CC(=O)c1cnc(-c2ccccc2)s1
#9 Cc1cc(Nc2cccc(C)c2C)n2ncnc2n1
#10 COC(=O)c1c(C(=O)OC)c(-c2ccc(C)cc2)n2c1CCC2
#11 O=C(/C=C/Sc1ccccc1)c1ccccc1
#12 CN(C)S(=O)(=O)c1cccc(COC(=O)c2ccc3c(c2)OCO3)c1

entry no.,7,8,9,10,11,12
TNF death inh,-0.5,0.6,-2.7,-2.1,-22,1.3
m-calpain inh,6,-17,-15,19,26,35
Cl transport mod,1.3,.,-0.082,-1.4,0.59,-0.86
eIF4E-4G inh,-3,0,8[fluorescence artefact?],3,-3,2
Mdm2 ligase inh,-7,-33,.,-20,-13,-17
PERK inh,0.4,0.6,0.1,-1.0,-0.1,0.2
L929 necroptosis,0.6,1.2,.,0.3,-0.5,-1.2
Rad51 HR inh,15,3,.,5,6,-2
EBV gp42 block,-12,-26,-10,-14,0,-15

#13 Cc1ccc(C(c2nnnn2C2CCCCC2)N2CCN3CCCC3C2)cc1 (centres undefined)
#14 CCOC(=O)c1sc(NC(=O)c2cccc(S(=O)(=O)N3CCN(C)CC3)c2)cc1C
#15 Cc1nc2cc(NC(=O)Nc3ccc(Br)cc3)ccc2o1
#16 Cn1c(=O)n(C)c2cc(S(=O)(=O)NCc3ccccc3)ccc21
#17 CCN1CCc2c(OCC(=O)N3N=C(c4cccs4)CC3c3ccc(F)cc3)cccc2C1=O (centres undefined)
#18 O=C(NNC(=O)c1cccnc1)NC1CCCCC1

entry no.,13,14,15,16,17,18
TNF death inh,-0.1,-2.8,0.8,-0.6,-5.5,0.2
m-calpain inh,-20,14,-13,-1,-28,1
Cl transport mod,-0.31,.,0.31,-0.99,0.71,-0.0058
eIF4E-4G inh,5[fluorescence artefact?],10[fluorescence artefact?],2,4,8,0
Mdm2 ligase inh,-16,19,-12,3,-9,-9
PERK inh,0.1,-0.8,0.4,-0.6,-0.3,0.6
L929 necroptosis,-0.1,17,80*,1.4,-0.8,-0.8
Rad51 HR inh,-6,3,10,4,1,-50
EBV gp42 block,-5,-1,0,-12,-9,7

#19 CCOc1ccc(C(=O)NCc2ccco2)cc1
#20 Cc1ccc(CNC(=O)CCNC(=O)Cn2ccc3ccccc3c2=O)o1
#21 Cc1nn(-c2ncc(C(F)(F)F)cc2Cl)c(=O)n1-c1ccccc1F
#22 Cc1oc(-c2ccccc2)cc1C(=O)Nc1cccc(/C=C/C(=O)O)c1
#23 CC(C)NC(=O)/C(C#N)=C\c1ccc(N(C)C)o1
#24 C[N+]1(CC(=O)OCCCc2ccccc2)CCOCC1

entry no.,19,20,21,22,23,24
TNF death inh,-0.6,-0.4,0.7,0.2,0.1,-1.2
m-calpain inh,21,-21,-9,-75,12,3
Cl transport mod,0.96,-1.5,0.36,-0.6,-0.66,0.58
eIF4E-4G inh,6,-7,-2,-3,10,-5[fluorescence artefact?]
Mdm2 ligase inh,2,-15,6,5,4,9
PERK inh,0.4,1.4,1.8,0.3,1.6,0.9
L929 necroptosis,-0.3,-0.1,1.0,31,0.6,0.1
Rad51 HR inh,6,-4,4,-2,-245,-1
EBV gp42 block,5,-4,-4,-7,-301,-20

#25 COc1ccc(NC2CS(=O)(=O)CC2OC(=O)c2ccc(F)cc2)cc1 (centres undefined)
#26 Cc1ccc(C(c2nnnn2C(C)(C)C)N2CCN(C3CCCC3)CC2)cc1 (centres undefined)
#27 CC(=O)NCC(=O)NC(C(=O)Nc1ccc2c(c1)OCCO2)c1ccc(C)cc1 (centres undefined)
#28 CN(C(N)=S)c1ccccc1
#29 O=C(Cc1ccc(Cl)cc1Cl)OCC(=O)c1ccc[nH]1
#30 CN=C1SC(CC(=O)Nc2ccc(C(=O)O)cc2)C(=O)N1C (centres undefined)

entry no.,25,26,27,28,29,30
TNF death inh,-0.6,-0.7,2.3,-2.2,5.1,0.9
m-calpain inh,24,-4,5,-1,-12,-28
Cl transport mod,0.36,-0.2,0.54,0.52,-0.43,1.2
eIF4E-4G inh,0,3,5,5,0,5
Mdm2 ligase inh,-23,-9,-13,-14,-4,-2
PERK inh,1.4,-1.2,0.0,1.5,0.0,0.1
L929 necroptosis,-0.2,0.5,1.5,0.0,-0.6,0.8
Rad51 HR inh,-2,19,-5,-10,2,9
EBV gp42 block,17,-3,-9,0,-12,-14

#31 CCOC(=O)c1ccc(COC(=O)c2ccc3c(c2)-c2ccccc2C3=O)cc1
#32 Cc1ccsc1CNn1cnnc1SCc1ccc(Cl)cc1
#33 COc1cccc(OC)c1CN1CCCC(C(=O)c2ccccc2SC)C1 (centres undefined)
#34 Fc1ccc(C(c2nnnn2C2CCCC2)N2CCN(Cc3ccccc3)CC2)cc1 (centres undefined)
#35 O=[N+]([O-])c1ccccc1S(=O)(=O)N1CCN(Cc2cc3c(cc2O)OCO3)CC1
#36 Clc1ccccc1/C=N/c1cc(-c2ccccc2)nn1-c1ccccc1

entry no.,31,32,33,34,35,36
TNF death inh,-4.0,0.3,2.6,1.9,0.0,-1.8
m-calpain inh,-3,9,1,-7,23,12
Cl transport mod,0.4,-0.29,.,-0.73,0.17,0.63
eIF4E-4G inh,-10,2,-2,-5,-1,-8
Mdm2 ligase inh,26,-1,-12,-3,-16,-10
PERK inh,0.2,-0.1,0.1,-1.1,0.5,1.5
L929 necroptosis,0.4,-0.5,-1.2,-1.3,0.2,-0.1
Rad51 HR inh,4,10,4,-4,-6,-12
EBV gp42 block,-14,-11,-8,-13,12,-1

#37 CCCCN(C)C(=O)c1cc2cc3ccc(OC)cc3nc2s1
#38 CNC(=S)NCc1ccc(Cl)cc1
#39 CCOc1cc(/C=N/NC(=O)Cn2nc([N+](=O)[O-])cc2C)cc(Br)c1OCc1ccccc1F
#40 COc1ccc(-c2nnn(CC(=O)N(CCCO)C(C(=O)NC3CCCC3)c3ccc(F)cc3)n2)cc1 (centres undefined)
#41 O=C1CC(N(Cc2ccco2)C(=O)Nc2ccc(F)cc2)C(=O)N1c1ccc(F)cc1 (centres undefined)
#42 CC1(C)Cc2cccc(OCC(=O)Nc3ccc(OCC(N)=O)cc3)c2O1

entry no.,37,38,39,40,41,42
TNF death inh,-3.9,-0.6,-4.1,1.5,-0.3,1.0
m-calpain inh,-195,.,-97,-9,-49,-10
Cl transport mod,-0.31,1.3,-0.44,-0.43,-0.032,-1.7
eIF4E-4G inh,1,.,6,-2,-19,-4
Mdm2 ligase inh,-64,.,-14,-6,-9,-13
PERK inh,0.7,-0.1,0.5,0.0,0.4,0.1
L929 necroptosis,0.3,-0.2,0.0,0.2,0.2,73
Rad51 HR inh,-5,5,1,4,4,-1
EBV gp42 block,4,.,-18,-13,-12,-14

#43 Cc1ccc2cc(C#N)c(SCC(=O)NCC3CCCO3)nc2c1 (centres undefined)
#44 Cc1ccc(NC(=O)COC(=O)C2CCC(=O)N2)c(S(=O)(=O)N2CCOCC2)c1 (centres undefined)
#45 Cc1noc(C)c1COc1cccc(C(=O)OC(C)C#N)c1 (centres undefined)
#46 COC(=O)CCC(=O)Nc1ccc(N=Nc2ccccc2)cc1
#47 CCOC(=O)C1C(=O)N(C(=O)c2ccc(OC)cc2)CC1c1ccccc1 (centres undefined)
#48 O=C(NCCCN1CCCC1)C1CCN(C(=O)c2cc3sccc3n2Cc2ccc(F)cc2)CC1
#49 COc1ccc(CCN(Cc2cc3cccc(C)c3[nH]c2=O)C(=O)N2CCCC2)cc1OC

entry no.,43,44,45,46,47,48,49
TNF death inh,-1.6,0.8,-6.3,0.2,-0.2,-8.2,2.0
m-calpain inh,14,5,-22,-32,24,0,17
Cl transport mod,1.2,0.0093,-0.25,-0.17,0.0066,-0.31,-0.35
eIF4E-4G inh,-2,0,0,0,2[fluorescence artefact?],-1,-1[fluorescence artefact?]
Mdm2 ligase inh,9,-7,-13,-11,-11,-21,-1
PERK inh,-0.7,0.4,-0.4,-0.3,0.6,-0.1,-0.2
L929 necroptosis,-0.1,-0.2,0.7,0.9,0.3,-0.2,-0.2
Rad51 HR inh,-2,5,12,3,-2,0,-4
EBV gp42 block,1,-15,-18,4,-14,-7,-3

Screens deposited in PubChem BioAssay by several laboratories.
